# MsrA inhibitor = bovine MsrA inhibition | inhibition, % at 15.5 µM | purified bovine MsrA, absorbance read-out | 360,000 tested, 0.75% active; in the data active means inhibition above about 4.5%;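 further: 0% = vehicle wells with enzyme and 100% = reference inhibitor wells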
# Rpn11 block = Rpn11 (human) deubiquitinase inhibition; O00487; human 26S proteasome, Ub4-pepOG fluorescence polarization; 20S core pre-blocked with epoxomicin; calls only at 20 µM; 360,000 tested, 0.59% active;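 active means inhibition at 20 µM, scaled to each plate's controls, above about 33%, limit read from the data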
# E coli Lon inh = inhibits E. coli Lon protease; inhibition, % at 7.94 µM; P0A9M0; purified E. coli Lon protease, fluorescence polarization; 360,000 tested, 0.42% active; in the data active means inhibition above about 13%, passing the limit was not always enough;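 further: 0% = enzyme with probe and DMSO and 100% = no enzyme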
# CSN inh = blocks human CSN-mediated cullin deneddylation; Purified CSN, SCF-Nedd8-OG deneddylation, fluorescence polarization; inhibition, % at 12.5 µM; 360,000 tested, 0.38% active; AID 651999;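 active means pattern-corrected inhibition above about 35%, with an unprinted fluorescence ratio check between 0.5 and 1.5, limit read from the data, passing the limit was not always enough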;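 further: 0% = enzyme with substrate and 100% = substrate without enzyme; some results filed as inactive read as strong as hits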
#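 Assay system: purified human Csn5 enzyme expressed in HEK293T cells; Input: 0.24 nM Csn5 enzyme, final concentration; Reagent: 10 nM SCFSkp2-Nedd8OG; Compound dosing: 12.5 µM single point; Times: reaction 90 min, room temperature; Technique: fluorescence polarization readout.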
# MT1-MMP act inh = blocks activation of human MT1-MMP | 360,000 tested, 0.061% active | GFP/RFP ratio change, % at 20 µM | AID 651647 | P50281 | HT1080 RFP-PRO-GFP cells, GFP/RFP ratio fluorescence, overnight; percent of plate control window, DMSO zero;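 active means GFP/RFP ratio change of at least 30% with cell ATP level not reduced by more than half and red fluorescence within 50% of control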; further: strong numbers were not always called active
#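 Material: RFP-PRO-GFP reporter HT1080 cells. Dosing: single-point 20 µM compound, 1% DMSO. Controls: DMSO and RFP-L50D-GFP cell wells. Timing: cells overnight before dosing, compound overnight, 37 °C, 5% CO2. Measure: GFP/RFP fluorescence ratio.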
# Rin1-Abl PPI inh = inhibitors of human Rin1-Abl protein interaction; TR-FRET Rin1/Abl binding, biochemical; inhibition, % at 7.35 µM; 360,000 tested, 0.4% active; in the data active means inhibition above about 5%, passing the limit was not always enough
# Target sequence (P00519 whole entry, looked up): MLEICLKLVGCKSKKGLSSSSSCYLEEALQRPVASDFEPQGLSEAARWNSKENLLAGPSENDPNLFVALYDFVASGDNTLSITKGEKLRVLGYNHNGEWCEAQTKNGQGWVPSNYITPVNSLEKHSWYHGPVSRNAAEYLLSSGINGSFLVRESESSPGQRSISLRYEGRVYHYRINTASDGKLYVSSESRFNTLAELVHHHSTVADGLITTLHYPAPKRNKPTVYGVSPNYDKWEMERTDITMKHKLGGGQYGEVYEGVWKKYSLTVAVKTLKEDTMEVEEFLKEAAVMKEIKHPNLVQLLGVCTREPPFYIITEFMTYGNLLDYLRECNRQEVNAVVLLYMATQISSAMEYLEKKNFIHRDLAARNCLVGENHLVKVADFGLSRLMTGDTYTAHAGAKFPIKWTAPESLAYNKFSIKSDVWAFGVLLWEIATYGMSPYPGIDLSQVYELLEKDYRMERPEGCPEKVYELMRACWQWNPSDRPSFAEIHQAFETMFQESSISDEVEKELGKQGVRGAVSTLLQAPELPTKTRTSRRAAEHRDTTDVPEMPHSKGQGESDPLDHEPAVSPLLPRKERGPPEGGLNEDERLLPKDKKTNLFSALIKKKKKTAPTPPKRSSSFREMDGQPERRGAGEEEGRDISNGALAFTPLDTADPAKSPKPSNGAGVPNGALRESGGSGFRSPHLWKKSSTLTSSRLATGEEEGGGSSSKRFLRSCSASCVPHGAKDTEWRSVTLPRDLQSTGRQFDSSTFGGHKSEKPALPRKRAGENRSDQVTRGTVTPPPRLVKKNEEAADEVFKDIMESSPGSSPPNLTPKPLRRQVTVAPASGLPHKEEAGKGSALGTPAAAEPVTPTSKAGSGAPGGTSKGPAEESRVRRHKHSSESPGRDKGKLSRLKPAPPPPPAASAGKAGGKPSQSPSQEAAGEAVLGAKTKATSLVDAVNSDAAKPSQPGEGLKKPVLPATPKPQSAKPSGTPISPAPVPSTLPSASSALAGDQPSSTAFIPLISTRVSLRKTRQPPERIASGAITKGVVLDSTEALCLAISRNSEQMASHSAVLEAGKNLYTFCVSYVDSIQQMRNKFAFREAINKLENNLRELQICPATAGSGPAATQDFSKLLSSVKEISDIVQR
# Target sequence (Q13671 whole entry, looked up): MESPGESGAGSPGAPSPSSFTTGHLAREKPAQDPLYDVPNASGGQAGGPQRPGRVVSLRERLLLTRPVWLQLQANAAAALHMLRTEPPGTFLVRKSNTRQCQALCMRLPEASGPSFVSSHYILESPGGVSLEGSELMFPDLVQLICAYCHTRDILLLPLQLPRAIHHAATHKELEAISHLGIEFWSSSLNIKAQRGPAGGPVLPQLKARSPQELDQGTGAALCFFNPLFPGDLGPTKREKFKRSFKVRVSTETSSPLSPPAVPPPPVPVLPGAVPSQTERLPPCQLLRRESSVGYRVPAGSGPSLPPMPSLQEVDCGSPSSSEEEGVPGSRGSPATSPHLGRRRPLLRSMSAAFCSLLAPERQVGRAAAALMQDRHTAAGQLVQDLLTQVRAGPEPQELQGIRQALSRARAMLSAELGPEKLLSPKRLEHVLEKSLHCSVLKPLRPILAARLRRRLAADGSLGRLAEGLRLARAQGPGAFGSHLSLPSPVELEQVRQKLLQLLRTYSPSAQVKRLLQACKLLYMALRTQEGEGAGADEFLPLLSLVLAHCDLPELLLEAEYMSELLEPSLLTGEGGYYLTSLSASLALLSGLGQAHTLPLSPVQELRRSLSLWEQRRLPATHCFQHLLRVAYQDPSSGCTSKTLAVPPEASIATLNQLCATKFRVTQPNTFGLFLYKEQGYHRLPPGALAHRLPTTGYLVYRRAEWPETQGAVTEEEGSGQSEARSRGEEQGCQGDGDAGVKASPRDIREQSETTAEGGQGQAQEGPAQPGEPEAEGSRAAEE
# PABP1 MLLE inh = inhibitors of microRNA-mediated deadenylation, human PABP1 MLLE binding. inhibition, % at 20 µM. GST-MLLE / FITC-PAM2 fluorescence polarization. 360,000 tested, 0.36% active; in the data active means inhibition above about 35%, passing the limit was not always enough;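 further: plate controls were DMSO wells with GST-MLLE for no effect and wells lacking GST-MLLE protein for full effect; some results filed as inactive read as strong as hits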
# FAS TE block = FAS thioesterase (human) inhibition; recombinant FAS-TE, OMFH fluorogenic substrate, fluorescence endpoint; AID 602261; 360,000 tested, 0.67% active; P49327; inhibition, % at 15 µM;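 active means compounds whose normalised, plate-corrected inhibition of enzyme fluorescence in the single-dose primary screen is 50% or more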;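 further: 0% = DMSO with enzyme and 100% = substrate without enzyme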
# MsrA act = activates bovine MsrA enzyme; purified bovine MsrA, absorbance read-out; activation, % at 10.6 µM; 360,000 tested, 0.3% active; AID 602163; in the data active means activation above about 7.5%;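 further: 0% = vehicle and 100% = reference activator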
# * marks the source's active call; other numbers are inactive results; i = inactive.
# Labels used below – A = MsrA inhibitor; B = Rpn11 block; C = E coli Lon inh; D = CSN inh; E = MT1-MMP act inh; F = Rin1-Abl PPI inh; G = PABP1 MLLE inh; H = FAS TE block; I = MsrA act
NC(Cc1c[nH]c2ccccc12)C(=O)NCc1ccco1 (stereo not given)
  A: -0.8	B: i	C: -3	D: 2	E: 0	F: -1	G: -8	H: -4	I: -3

O=C1CCC([N+](=O)[O-])C(c2ccc(F)c(Br)c2)N1 (stereo not given)
  A: 0.6	B: i	C: -4	D: -3	E: 2	F: -1	G: 24	H: -5	I: -3

CC(OC(=O)c1cccc(S(=O)(=O)N2CCOCC2)c1)C(=O)NCC1CCCCC1 (stereo not given)
  A: -0.1	B: i	C: 3	D: 0	E: -1	F: -8	G: 16	H: -5	I: -1

CCOc1ccc(/C=C\C(C)=N\O)cc1
  A: 0.3	B: i	C: -2	D: 6	E: -2	F: -2	G: -2	H: -8	I: -2

COc1cccc(NC(=O)CCSc2ccc(C)cc2)c1
  A: -1.2	B: i	C: -2	D: -11	E: -1	F: 1	G: 10	H: 0	I: -11

COc1ccc(NC(=O)c2cccc(S(=O)(=O)N3CCCCCC3)c2)cc1
  A: -0.2	B: i	C: 1	D: -1	E: -5	F: -4	G: -4	H: 19	I: -2

Cc1cc(-c2ccc(C)c(S(=O)(=O)NCCCN3CCN(c4ccccc4)CC3)c2)on1
  A: 1.4	B: i	C: -3	D: 0	E: 0	F: 2	G: -3	H: 10	I: 0

COc1ccc(Cl)cc1NC(=O)CNC(c1ccccc1)c1ccccc1
  A: 1.0	B: i	C: -2	D: -4	E: -4	F: 1	G: 0	H: 28	I: -5

CCCCNC(=O)C1CCN(C/C(C)=C/c2ccccc2)CC1
  A: 1.3	B: i	C: 6	D: 2	E: -2	F: 1	G: 6	H: -4	I: 1

CCc1cccc(C)c1NC(=O)CCCSc1nc2ccccc2s1
  A: -0.3	B: i	C: 7	D: -11	E: 0	F: -1	G: 3	H: 8	I: -3

O=C(Cc1ccccc1)NC(NCCCN1CCOCC1)(C(F)(F)F)C(F)(F)F
  A: -0.6	B: i	C: -10	D: 0	E: 4	F: -2	G: -1	H: -3	I: -2

Cn1c2ccccc2c2n[nH]c(=S)nc21
  A: 1.7	B: i	C: -6	D: 0	E: 1	F: -6	G: 36	H: -5	I: 2

COc1c(OC)c(O)c2c(=O)c(O)c(-c3ccccc3)oc2c1OC
  A: 0.6	B: i	C: -6	D: 5	E: 1	F: 2	G: 1	H: 13	I: -1

O=C(C1CCCCC1)N1CCC(c2nc3ccccc3[nH]2)CC1
  A: -0.5	B: i	C: 0	D: 0	E: 0	F: 1	G: 9	H: 1	I: -12

CCC1=NN(C(=O)CCc2ccccc2O)C(O)(C(F)(F)F)C1 (stereo not given)
  A: -0.4	B: i	C: -3	D: -14	E: 4	F: 0	G: 9	H: -9	I: -4

CC(C)c1ccccc1N1CC(C(=O)O)CC1=O (stereo not given)
  A: -0.7	B: i	C: -5	D: -4	E: 1	F: -3	G: -7	H: -6	I: -4

CCS(=O)(=O)c1ccc(Sc2nncn2C)c([N+](=O)[O-])c1
  A: 1.8	B: i	C: 4	D: 1	E: 5	F: -1	G: 4	H: -3	I: -4

CN(c1ccccc1)S(=O)(=O)c1ccc(C(=O)N2CCCC(C(F)(F)F)C2)cc1 (stereo not given)
  A: 0.3	B: i	C: 2	D: 1	E: 0	F: 0	G: 13	H: 6	I: -7

Cc1cc(NC(=O)CN2CCc3ccccc3C2)nc2c1c(=O)oc1ccccc12
  A: 1.1	B: i	C: -3	D: 2	E: -2	F: 0	G: -14	H: 13	I: -1

CC(C)c1nnc(NC(=O)CSc2nc3ccccc3s2)s1
  A: -1.2	B: i	C: -8	D: 1	E: -1	F: 0	G: -52	H: 5	I: -3

COc1ccc(CNS(=O)(=O)c2ccc3c(c2)N(C(C)=O)CC(C)S3)cc1 (stereo not given)
  A: -0.7	B: i	C: -3	D: 0	E: -2	F: 1	G: -7	H: -3	I: -3

COc1cccc(/C=N/NC(=O)c2c(C)nc3ccc(Br)cn23)c1
  A: -0.3	B: i	C: -12	D: 8	E: 0	F: -1	G: 12	H: 14	I: -4

Cc1ccc(C(=O)Nc2ccc(N3CCOCC3)cc2)cc1S(=O)(=O)N1CCCCC1
  A: 1.1	B: i	C: -8	D: -7	E: -1	F: -1	G: -13	H: 4	I: -3

COCCNC(=O)c1c(N)n(CCC2=CCCCC2)c2nc3ccccc3nc12
  A: -0.5	B: i	C: -8	D: -9	E: -46	F: -2	G: 22	H: -6	I: -2

CCOC(=O)c1c(NC(=O)CSc2nnc(C)c(=O)[nH]2)sc(C)c1-c1ccc(C)cc1
  A: -1.4	B: i	C: -7	D: 0	E: -6	F: 1	G: 16	H: 2	I: -3

# Labels used below – A = MsrA inhibitor; B = Rpn11 block; C = E coli Lon inh; D = CSN inh; E = MT1-MMP act inh; F = Rin1-Abl PPI inh; G = PABP1 MLLE inh; H = FAS TE block; I = MsrA act
O=C(NCc1cccnc1)c1cc(-c2cccs2)on1
  A: -0.2	B: i	C: -6	D: 2	E: 7	F: 0	G: 7	H: -8	I: -8

CCS(=O)(=O)c1ccc2c(c1)N(S(C)(=O)=O)CC(C(=O)NN)O2 (stereo not given)
  A: 1.7	B: i	C: -3	D: 1	E: 4	F: -1	G: 0	H: -5	I: -1

Cc1ccc(N(CC(=O)NN=C2CCN(C)CC2)S(=O)(=O)c2ccc(C)cc2)cc1
  A: 1.8	B: i	C: 1	D: 8	E: 3	F: 1	G: -6	H: -3	I: -1

Cc1ccc(N2C(=O)CC(c3c[nH]c4ccccc34)C2=O)cc1 (stereo not given)
  A: 1.2	B: i	C: -1	D: 0	E: -1	F: 2	G: -5	H: 1	I: -1

CCCCN1C(=O)C(C(=O)OCc2ccccc2)CC2=C1CCCC2=O (stereo not given)
  A: 0.0	B: i	C: -7	D: 1	E: 5	F: -3	G: -2	H: -3	I: -5

CCc1ccc(N2CC(C(=O)NNC(=O)c3ccc(F)cc3)CC2=O)cc1 (stereo not given)
  A: -0.1	B: i	C: -5	D: 1	E: 1	F: 3	G: -4	H: -5	I: -2

COc1cccc(N=c2oc3ccccc3cc2-c2nc3ccccc3[nH]2)c1
  A: 5.2*	B: i	C: 7	D: 4	E: 2	F: -6	G: -19	H: 19	I: -3

COC(=O)c1sccc1NC(=S)N1CCC(C(N)=O)CC1
  A: 0.9	B: i	C: -17	D: 4	E: 2	F: -2	G: -4	H: -4	I: -5

NS(=O)(=O)c1cccn1-c1ncc(C(F)(F)F)cc1Cl
  A: -0.1	B: i	C: 12	D: -3	E: 3	F: -2	G: 5	H: -1	I: -2

COc1ccccc1C(=O)Nc1nc2ccc(S(C)(=O)=O)cc2s1
  A: 0.0	B: i	C: 10	D: -2	E: 3	F: -2	G: 19	H: 1	I: -4

O=C(OCc1ccccc1)C1CCCN1C(=O)c1cccs1 (stereo not given)
  A: 0.7	B: i	C: 5	D: -5	E: 2	F: 3	G: 3	H: -4	I: 3

CCOC(=O)CSC(CC)C(=O)Nc1nnc(CC)s1 (stereo not given)
  A: -0.6	B: i	C: -11	D: -3	E: 6	F: -2	G: 9	H: -6	I: -3

CC(=O)N(Cc1ccco1)C1(C(=O)NC2CCCC2)CCCCC1
  A: 1.0	B: i	C: 2	D: 1	E: -3	F: -1	G: -2	H: 1	I: 1

O=C(C1CC1(c1ccccc1)c1ccccc1)N1CCOCC1 (stereo not given)
  A: -0.2	B: i	C: 1	D: 0	E: -4	F: -2	G: 11	H: -13	I: -3

CCCn1c(SCC(=O)Nc2ccc(F)c(Cl)c2)nc(O)cc1=O
  A: 0.8	B: i	C: -1	D: 2	E: -1	F: 4	G: 19	H: 1	I: -7

CCCn1c(SCC(=O)Nc2cc(S(=O)(=O)N3CCOCC3)ccc2Cl)n[nH]c1=O
  A: 0.5	B: i	C: 5	D: -8	E: 0	F: 0	G: -13	H: -9	I: -4

Fc1ccc(-c2csc3nnc(SCc4cccnc4)n23)cc1
  A: -0.5	B: i	C: -11	D: -3	E: 5	F: -1	G: 0	H: -6	I: -2

CC(C)n1nnnc1SCC(=O)N(C)C1CCS(=O)(=O)C1 (stereo not given)
  A: -0.5	B: i	C: -7	D: 1	E: 0	F: 0	G: -26	H: -7	I: -1

O=C(CN1CCc2cc3c(cc2C1)OCCCO3)Nc1cccc(Br)c1
  A: -0.4	B: i	C: 13	D: 2	E: 0	F: 2	G: 7	H: 15	I: 0

Cc1ccsc1/C=C/C(=O)O
  A: -0.2	B: i	C: -10	D: -6	E: 2	F: -2	G: 5	H: -5	I: -3

COc1ccc(OC)c(NC(=O)N2CCCC(C(=O)c3ccccc3OC)C2)c1 (stereo not given)
  A: 0.0	B: i	C: 3	D: 4	E: -1	F: 1	G: 9	H: 3	I: -3

CCCC1(C(=O)OCC)NC(c2ccc(N(C)C)cc2)C2C(=O)N(c3ccc4c(c3)OCCO4)C(=O)C21 (stereo not given)
  A: -0.6	B: i	C: 0	D: -2	E: 3	F: 1	G: -1	H: 13	I: -2

O=C(COC(=O)Cc1n[nH]c(=O)c2ccccc12)NNC(=O)c1ccc(Br)cc1
  A: -0.1	B: i	C: -6	D: -2	E: 9	F: 2	G: 14	H: -9	I: -2

COc1ccccc1CNC(=O)CCCC(=O)n1ncc2cc(C)ccc21
  A: 0.1	B: i	C: 3	D: 3	E: 3	F: 0	G: 17	H: 1	I: -2

O=C(CSc1nc2ccccc2o1)Nc1ccc(N2CCOCC2)cc1
  A: -0.8	B: i	C: -6	D: -10	E: 8	F: -5	G: 16	H: -6	I: -3

# Labels used below – A = MsrA inhibitor; B = Rpn11 block; C = E coli Lon inh; D = CSN inh; E = MT1-MMP act inh; F = Rin1-Abl PPI inh; G = PABP1 MLLE inh; H = FAS TE block; I = MsrA act
COc1ccc(CN2C(=O)C(C)Oc3ccccc32)cc1 (stereo not given)
  A: -0.4	B: i	C: 10	D: -2	E: 1	F: 1	G: 4	H: 10	I: 1

Cc1ccc(NC(=O)c2cnccn2)nc1
  A: 1.8	B: i	C: 0	D: 0	E: 2	F: 4	G: -14	H: -4	I: -3

CCOc1cc(CNc2ccc(S(N)(=O)=O)cc2)ccc1OCC(=O)NC(C)(C)C
  A: 0.3	B: i	C: -6	D: -14	E: 6	F: 1	G: 5	H: -4	I: -13

Cc1cc(=O)oc2c3c(cc(OCC(=O)NC4CC4)c12)OC(C)(C)CC3
  A: 0.4	B: i	C: -4	D: 2	E: 1	F: -3	G: -3	H: 1	I: -1

COCCN=C1NN=C(c2ccc(C)c([N+](=O)[O-])c2)CS1
  A: 0.5	B: i	C: -3	D: -1	E: 2	F: 0	G: -15	H: 5	I: -2

CC1CCC(NC(=O)CC(C)(C)Cc2nc3ccccc3c(=O)[nH]2)CC1 (stereo not given)
  A: 0.3	B: i	C: 4	D: -7	E: 2	F: -3	G: 1	H: -1	I: -2

CCN(CC)CCN(C)Cc1nc(C(c2ccccc2)c2ccccc2)no1
  A: -0.6	B: i	C: -3	D: -6	E: -1	F: 4	G: -1	H: -4	I: -6

CC(C)CC1C(=O)N(Cc2cn(CCC3OCCO3)nn2)CCS(=O)(=O)N1Cc1ccc(-c2cccc(CO)c2)cc1 (stereo not given)
  A: -0.1	B: i	C: -2	D: 8	E: 3	F: 2	G: -6	H: -6	I: -1

CCc1noc(C)c1C(=O)Nc1ccc(C#N)cc1
  A: 0.1	B: i	C: -7	D: -1	E: 1	F: 1	G: -5	H: -6	I: -6

CCNc1ccc(C(=O)O)cc1N
  A: -0.6	B: i	C: 3	D: -4	E: 3	F: -1	G: 10	H: -12	I: -2

# Source: PubChem BioAssay
